Screening results from PubChem.
FLuc inh: qHTS Assay for Inhibitors of Firefly Luciferase. purified firefly luciferase, luminescence, 8 min. Potency, µM (top dose mostly 57.1 µM), without a hit: top-dose activity change, negative = inhibition, usual class: inhibitors. 2.2% of 72,000 active. AID 411, 2009; note: potency is the fitted concentration of half-maximal effect; % is set by controls: 0 for no effect and ±100 for the full control effect; nearly all actives have a fitted effect of over 40% in size
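Titration-based qHTS; buffer 50 mM imidazole pH 7.2, 50 mM KCl, 7 mM MgCl2, 10 uM ATP, 0.01% Tween 20, 0.05% BSA; luciferase/luciferin detector mix added after compound; 8 min, ambient; luminescence.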
Rhodamine autofl: qHTS Assay for Spectroscopic Profiling in Rhodamine Spectral Region; Rhodamine-region fluorescence, 547/598 nm, Tris buffer; active compounds read high; max dye-equivalent concentration, M; 0.05% of 59,000 active; AID 594, 2007; in the data active = max dye-equivalent concentration above about 11 nM; inconclusive = between about 1.1 nM and that limit
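Intrinsic compound fluorescence, ex 547 / em 598 nm, CCD imager. Tris 100 mM pH 8.0; 15 min RT. Output = rhodamine dye-equivalent concentration at each compound concentration.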
Fluorescein fluor: qHTS Assay for Spectroscopic Profiling in Fluorescein Spectral Region | Compound autofluorescence, 480/540 nm, fluorescein-equivalent; active compounds read high | max fluorescein-equivalent concentration, M | 0.91% of 59,000 active | AID 593, 2007; in the data active = max fluorescein-equivalent concentration above about 10 nM; inconclusive = between about 1.1 nM and that limit
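Fluorescein stocks ranging 3 mM down to 300 nM, plus DMSO blanks, were pinned alongside compounds to build a per-plate standard curve. Buffer: 100 mM Tris, pH 8.0. Incubation 15 min, room temperature; filters 480/540 nm.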
Casp1 inh: qHTS Assay for Allosteric/Competitive Inhibitors of Caspase-1 | 0.03% of 75,000 active | Caspase-1 enzyme, Ac-WEHD-AFC fluorogenic rate | Potency, µM (top dose mostly 57.5 µM), for the others: at the highest dose activity change, negative = inhibition, most hits filed as inhibitors;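 note: potency is the fitted concentration of half-maximal effect; plate controls were vehicle for no effect and no substrate for full effect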
ERK AVP inh: qHTS Assay for Inhibitors of the ERK Signaling Pathway using a Homogeneous Screening Assay; Potency, µM (titrated, usually from 57.5 µM), for the others: at the highest dose activity, negative = inhibition, hits mostly inhibitors; 0.99% of 72,000 active; HEK293-V1b, vasopressin-stimulated pERK AlphaScreen; AID 995, 2007; note: potency is the fitted concentration of half-maximal effect; % is set by controls: 0 for no effect and ±100 for the full control effect; nearly all actives have a fitted effect of over 55% in size
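HEK293 cells stably expressing V1b receptor, seeded overnight in 1% FBS, were treated with compounds for 30 min at 37C, then stimulated 5 min with 25 nM vasopressin; phospho-ERK read by AlphaScreen SureFire after lysis.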
Tau fil binding: qHTS Assay for Tau Filament Binding; recombinant tau filaments, thioflavin S fluorescence, 15 h; filaments grown with octadecylsulfate alongside compound; Microtubule-associated protein tau (Homo sapiens), P10636; 2% of 71,000 active; AID 596, 2007; Potency, µM (highest dose often 57.1 µM), without a hit: at the highest dose activity change, negative = inhibition;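 note: potency is the fitted concentration of half-maximal effect; % is set by controls: 0 for no effect and ±100 for the full control effect; actives lower thioflavin S fluorescence by blocking filaments or displacing dye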
Target sequence (P10636 whole entry, looked up): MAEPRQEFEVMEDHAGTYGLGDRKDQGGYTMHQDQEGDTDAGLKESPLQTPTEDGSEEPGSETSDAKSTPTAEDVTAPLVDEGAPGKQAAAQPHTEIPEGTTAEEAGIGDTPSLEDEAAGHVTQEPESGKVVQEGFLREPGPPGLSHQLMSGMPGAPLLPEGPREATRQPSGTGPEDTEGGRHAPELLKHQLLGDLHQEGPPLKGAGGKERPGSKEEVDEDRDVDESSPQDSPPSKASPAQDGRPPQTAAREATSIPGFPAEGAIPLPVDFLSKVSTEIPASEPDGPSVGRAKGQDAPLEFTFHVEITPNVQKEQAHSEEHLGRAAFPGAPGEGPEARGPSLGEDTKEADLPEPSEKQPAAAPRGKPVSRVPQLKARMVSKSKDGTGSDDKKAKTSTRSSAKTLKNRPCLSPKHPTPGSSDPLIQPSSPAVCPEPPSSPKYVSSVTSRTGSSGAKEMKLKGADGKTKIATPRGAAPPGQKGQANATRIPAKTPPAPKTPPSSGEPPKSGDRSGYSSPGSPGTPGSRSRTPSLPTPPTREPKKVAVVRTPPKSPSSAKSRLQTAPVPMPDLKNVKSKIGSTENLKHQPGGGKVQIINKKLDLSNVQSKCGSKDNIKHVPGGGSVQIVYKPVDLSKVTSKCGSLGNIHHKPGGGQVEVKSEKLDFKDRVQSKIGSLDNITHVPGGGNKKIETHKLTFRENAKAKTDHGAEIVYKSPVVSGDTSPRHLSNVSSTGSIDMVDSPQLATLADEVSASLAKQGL
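His-tagged recombinant human tau (exons 2, 3 and 10 included), 1 uM, was induced to fibrillize by 30 uM sodium octadecylsulfate with compound present. After 15 h at 37 C, thioflavine S fluorescence (ex 450, em 510 nm) was read.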
A350 autofl: qHTS Assay for Spectroscopic Profiling in A350 Spectral Region; Compound autofluorescence, 340/450 nm, Alexa 350 dye-equivalents; active compounds read high; max dye-equivalent concentration, M; 11% of 59,000 active; AID 590, 2007; in the data active = max dye-equivalent concentration above about 10 nM; inconclusive = mostly about 1.1 nM to 9.6 nM
HEK293 cAMP ctrl: qHTS Assay for Agonists of the Thyroid Stimulating Hormone Receptor: Activators of Intracellular cAMP Concentrations in Parental HEK 293; parental HEK293 CNG cAMP sensor, membrane potential fluorescence; Potency, µM (series often up to 57.1 µM), for inactives: at the top dose activation, most hits filed as activators; 2.5% of 73,000 active; AID 938, 2007; note: potency is the fitted concentration of half-maximal effect; % of control where 0% means no effect; nearly all actives have a fitted effect of over 55% in size
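Parental HEK 293 cells stably expressing a cAMP-gated CNG channel were loaded with membrane potential dye containing 100 uM RO 20-1724 for 60 min. Compound added for 30 min; depolarization read as fluorescence intensity at 590 nm.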
Casp7 inh: qHTS Assay for Allosteric/Competitive Inhibitors of Caspase-7. recombinant caspase-7, Ac-DEVD-AFC fluorescence rate. Potency, µM (top dose mostly 57.5 µM), for the others: at the highest dose activity change, negative = inhibition, actives largely listed as inhibitors. 0.02% of 75,000 active. AID 889, 2007; active = well fitted inhibition curve with a large enough effect in the main read-out, with a control signal flat, not every such curve was filed as active; inconclusive = small, poorly fitted or top-dose-only effect, or a change in a side signal; note: potency is the fitted concentration of half-maximal effect; % of control where 0% means no effect
Target sequence (P55210 24-198 limits assumed): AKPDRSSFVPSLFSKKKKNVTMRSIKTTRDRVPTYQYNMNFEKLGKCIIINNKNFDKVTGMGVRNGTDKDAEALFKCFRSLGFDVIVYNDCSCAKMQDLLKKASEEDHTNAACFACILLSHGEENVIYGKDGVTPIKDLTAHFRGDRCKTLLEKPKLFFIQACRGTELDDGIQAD
Target sequence (P55210 207-303 limits assumed): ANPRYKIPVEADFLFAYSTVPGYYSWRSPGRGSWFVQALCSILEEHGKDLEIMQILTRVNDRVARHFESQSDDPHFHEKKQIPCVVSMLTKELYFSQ
4MU fluor: qHTS Assay for Spectroscopic Profiling in 4-MU Spectral Region; compound autofluorescence, 340/450 nm, 4-MU equivalents; active compounds read high; AID 589, 2007; 11% of 59,000 active; max dye-equivalent concentration, M; in the data active = max dye-equivalent concentration above about 10 nM; inconclusive = mostly about 1.1 nM to 9.6 nM
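Compounds in 100 mM Tris, pH 8.0, incubated 15 min at room temperature, then fluorescence read at 340 nm excitation/450 nm emission. Signal converted to 4-MU dye-equivalent concentration using an on-plate six-point 4-MU standard curve.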
Texas Red fluor: qHTS Assay for Spectroscopic Profiling in Texas Red Spectral Region; max dye-equivalent concentration, M; 0.06% of 59,000 active; Compound fluorescence, Texas Red channel, 547/618 nm; active compounds read high; AID 587, 2007; in the data active = max dye-equivalent concentration above about 10 nM; inconclusive = between about 1.1 nM and that limit
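Fluorescence at ex 547/em 618 nm, normalized against an on-plate Texas Red standard series to give dye-equivalent concentration per compound concentration. Buffer 100 mM Tris, pH 8.0; 15 min RT incubation before CCD imaging.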
* = called active by the depositor; i = inactive; ? = inconclusive; . = no result given; [ ] = remark or other dose. Unless noted, calls come from the whole dose curve; as a rule, active = well fitted curve in the direction sought with a large enough effect; inconclusive = small, poorly fitted or top-dose-only effect, or another doubt; inactive = no such curve, though single readings can be large; an effect the other way counts as inactive or inconclusive. This is a subset; count on the stated rates, not on these rows.

SMILES	FLuc inh	Rhodamine autofl	Fluorescein fluor	Casp1 inh	ERK AVP inh	Tau fil binding	A350 autofl	HEK293 cAMP ctrl	Casp7 inh	4MU fluor	Texas Red fluor
COc1cccc(OCC(=O)NC2CCCCC2)c1	-0.6%	i	i	0.0%	-2.9%	-15.0%	i	19.0%	0.1%	i	i
CCCCC[C@H](O)/C=C\[C@@H]1[C@H](O)CC(=O)[C@@H]1CCCCCCC(=O)O	3.3%[25.5 µM]	i	?	-1.3%[25.7 µM]	-6.5%[25.7 µM]	-2.2%[25.6 µM]	i	0.0025µM*	0.4%[25.7 µM]	i	i
Cc1c(C(=O)O)nc(/C=C\C(=O)O)[nH]c1=O	0.6%[11.4 µM]	i	i	-2.1%[11.5 µM]	-10.8%[11.5 µM]	-2.1%[11.4 µM]	i	0.2%[11.4 µM]	2.0%[11.5 µM]	i	i
COc1ccc(OC)c(S(=O)(=O)n2nnc3ccccc32)c1	-0.6%	.	.	-1.5%	23.3%	0.1%	.	7.1%	-1.7%	.	.
CCN(CC)CC(=O)c1ccc(-c2ccccc2)cc1	0.6%	i	i	1.6%	6.7%	?	i	21.5%	-3.3%	i	i
CCN(CCCNC(=O)CN(C)S(=O)(=O)c1ccc2c(c1)CCC(=O)N2)c1cccc(C)c1	0.5%	i	?	1.3%	8.5%	1.6%	i	-2.8%	-0.9%	i	i
CCOc1cc2[nH]c(=O)n(CCC(=O)N3CCN(c4ccccc4OC)CC3)c(=O)c2cc1OCC	0.4%	i	i	1.2%	-1.1%	6.8%	?	-8.5%	-2.7%	i	i
c1ccc(CCn2nnnc2CN2CCc3ccccc32)cc1	-1.8%	i	i	-5.2%	-13.5%	-12.5%	i	16.0%	-1.4%	i	i
CC1(C)Oc2ccc(C(=O)NC3CCCC3)cc2N(CC(=O)NC2CCCC2)C1=O	0.7%	i	i	-5.7%	-3.8%	1.0%	i	5.2%	-2.1%	i	?
CCOc1ccccc1N(C(=O)c1ccco1)C(C(=O)NC1CCCC1)c1cccnc1 (stereo not given)	0.9%	i	i	1.6%	-25.4%	1.3%	?	?	-2.1%	?	i
COc1c(S(=O)(=O)N2CCCC2)ccc(Cl)c1Cl	1.3%	i	i	-1.1%	-20.7%	-16.8%	i	-0.9%	2.3%	i	i
O=C(CCCCn1c(=O)[nH]c2ccccc2c1=O)NCCC1=CCCCC1	2.6%	i	i	-1.6%	14.6%	17.4%	i	3.8%	0.4%	i	i
Cc1ccc2nsnc2c1S(=O)(=O)N1CCCC1	0.0%	i	?	1.2%	0.8%	1.4%	i	-4.5%	1.6%	i	i
Cc1c(C(=O)NCCCN2CCCC2=O)oc2ccc(S(=O)(=O)N3CCOCC3)cc12	-0.6%	i	i	1.9%	-18.7%	1.6%	i	-2.7%	0.6%	i	i
CCc1nc(N)c(C#N)c(-c2cccn2C)c1C	2.6%	i	i	0.3%	?	-1.9%	9.17e-08M*	5.7%	-0.9%	7.07e-08M*	i
CC(C)CO/N=C1/C[C@@H](O)[C@@H](O)[C@@H]2[C@@H]3C(=O)N(C(C)(C)C)C(=O)[C@H]3CC[C@H]12	0.3%[11.4 µM]	.	.	-1.3%[11.5 µM]	20.0%[11.5 µM]	.	.	-2.3%[11.4 µM]	-2.0%[11.5 µM]	.	.
COc1ccc(S(=O)(=O)Cc2ccc(C(=O)N3CCN(c4ncccn4)CC3)o2)cc1	0.5%	.	.	-4.9%	?	7.3%	.	3.3%	-1.2%	.	.
O=C(c1cc(C(F)(F)F)cc(C(F)(F)F)c1)N1CCC[C@@]2(CCN(Cc3ccccc3)C2)C1	1.6%[11.4 µM]	i	i	-2.1%	-5.7%	-24.1%	i	?	-0.2%	i	i
CC(C)Cn1c(SCc2nnc(-c3cccs3)o2)nc(O)cc1=O	1.0%	i	i	-0.7%	40.2%[activator]	9.9%	i	-11.4%	-15.4%	i	?
O=C(CSc1nc2nc(-c3cccs3)cc(C(F)(F)F)c2c(=O)[nH]1)NCc1ccco1	-1.0%	i	i	?	17.0%	-21.5%	1.7e-06M*	13.2%	?	1.74e-06M*	i
CCOC(=O)C1=C2N(C)c3ccccc3N2CCC1=O	0.4%	.	.	-7.3%	-8.8%	-5.7%	.	-1.4%	-0.4%	.	.
O=C(CCSc1ccccc1)NCC1CCCO1 (stereo not given)	-0.1%	i	i	-1.3%	-15.9%	6.6%	i	2.0%	1.1%	i	i
O=C(c1cc(C2CC2)on1)N1CCN(c2ccc(F)cc2)CC1	-1.8%	.	.	-10.3%	-17.1%	?	.	15.3%	-3.4%	.	.
Cc1ccc2cc(-c3noc(C4CCCCC4)n3)c(=O)[nH]c2c1	2.7%	.	.	-2.3%	.	38.9%	.	7.9%	0.5%	.	.
O=S(=O)(c1cccc(-n2cnnn2)c1)N1CCOCC1	-0.6%	i	i	0.6%	4.0%	-5.7%	i	-7.1%	-0.4%	i	i
COc1cc(C)c2occ(/C(C)=N\O)c2c1	-1.0%	.	.	0.4%	-25.0%	1.9%	.	7.2%	-1.6%	.	.
COCCn1nnnc1C(c1ccc(OC)c(OC)c1)N1CCc2ccccc21 (stereo not given)	0.8%	i	i	-3.2%	-20.0%	-21.4%	i	?	-1.6%	i	i
O=C(COc1ccc2c(c1)CCC2)N1CCc2ccccc21	25.1µM*	i	i	-1.7%	-8.2%	9.9%	i	25.1µM*	-4.4%	i	i
O=C(C1CCCN(S(=O)(=O)c2cccs2)C1)N1CCC(N2CCCCC2)CC1 (stereo not given)	3.3%	.	.	-2.9%	52.1%[activator]	16.6%	.	6.8%	-10.6%	.	.
CCn1c2ccccc2c2nnc(SCN3C(=O)c4ccccc4C3=O)nc21	3.0%	.	.	-3.5%	?	1.4%[11.4 µM]	.	12.5%[11.4 µM]	-1.9%	.	.
COc1ccc(OC)c(C2C(C(C)=O)=C(O)C(=O)N2CCC(=O)O)c1 (stereo not given)	0.6%	i	?	-0.9%	1.8%	-1.9%	i	1.0%	0.0%	i	i
Cc1cc(C(=O)OCC(=O)Nc2ccc(F)cc2)c(C)o1	-2.8%	i	?	-4.1%	-22.2%	11.1%	i	-7.2%	-1.3%	i	i
CC(C)(C)N1C(=O)c2ccc(C(=O)O)cc2C1=O	1.2%	i	i	0.9%	11.4%	6.4%	i	7.2%	-1.2%	i	i
CCOC(=O)Cn1nnnc1CN(Cc1ccc(OC)cc1)Cc1cc2cc(CC)ccc2[nH]c1=O	1.9%	i	?	-0.6%	22.3%	-17.8%	i	2.5%	1.4%	i	i
NS(=O)(=O)c1ccc(NC(=O)CSC2=NC(=O)C(c3ccccc3)C(=O)N2)cc1 (stereo not given)	0.8%	.	.	0.1%	1.5%	-12.4%	.	9.7%	-0.1%	.	.
CC1Cc2nc(SCC(=O)N3CCOCC3)n(-c3ccccc3)c(=O)c2S1 (stereo not given)	0.5%	.	.	-2.8%	.	-0.2%	.	13.6%	-4.4%	.	.
O=C1C(=O)N(CCN2CCOCC2)C(c2ccccn2)/C1=C(/O)c1ccccc1 (stereo not given)	2.0%[25.5 µM]	i	?	.	.	.	i	.	.	i	i
CCCCCOC(=O)Cn1c(=O)oc2ccccc21	-4.3%	.	.	0.8%	14.6%	-6.6%	.	-2.6%	-2.1%	.	.
CCC(C)(C)n1c(=O)[nH]c2c(c1=O)CCC2	1.5%	i	?	0.0%	13.6%	-2.1%	i	-3.9%	0.3%	i	i
O=C(CN1C(=O)C2(OCCO2)c2ccccc21)c1ccc(Br)cc1	0.0%	i	i	-1.9%	-5.8%	4.3%	i	10.1%	-4.0%	i	i
COc1ccc(NC2CC(=O)N(c3cccc(C)c3)C2=O)cc1 (stereo not given)	1.3%	i	i	1.4%	0.1%	-7.0%	i	?	-0.2%	i	i
O=C(CSc1n[nH]c(-c2ccc(S(=O)(=O)N3CCCCC3)cc2)n1)Nc1nccs1	2.8%	i	i	-0.3%	?	23.0%	i	11.9%	-2.3%	i	i
CCOCC(=O)Nc1cc(OC)c(Cl)cc1OC	1.9%	i	i	-0.5%	-19.6%	-22.2%	i	13.5%	-0.1%	i	i
CCOCCn1c(SCCc2ccccc2)nc2c1c(=O)[nH]c(=O)n2C	-0.7%	.	.	-2.2%	.	1.4%	.	2.2%	-0.8%	.	.
CCC(C)N=C1SCC(C)(/C=N/O)S1 (stereo not given)	-1.6%	i	i	-1.2%	-16.2%	2.8%	i	1.7%	1.8%	i	i
c1cncc(-c2nn3cnnc3s2)c1	0.5%	i	i	-0.9%	1.0%	-15.2%	i	12.7%	0.5%	i	i
Cc1ccc(-n2nnnc2SCC(=O)Nc2ccccc2N2CCCCC2)cc1C	0.1%	i	i	-1.4%	-1.4%	11.7%	i	3.16µM*	-3.2%	i	i
